Screens from PubChem BioAssay.
sEH inh = soluble epoxide hydrolase inhibitors, primary screen, biochemical, human sEH; Bifunctional epoxide hydrolase 2 (Homo sapiens), P34913; recombinant human sEH enzymatic activity assay; inhibition, % at 2 µM; 0.34% of 91,000 active; in the data active = inhibition above about 80%; note: values of inactives mirror those of a sister screen read the other way; many of its hits are not listed in these tables
PLK1 PBD inh = Plk1 polo box domain binding inhibitors, primary screen, biochemical, fluorescence polarization. Serine/threonine-protein kinase PLK1 (Homo sapiens), P53350. Plk1 PBD phosphopeptide binding. inhibition, %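 (tested at about 20 µM)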. 0.13% of 97,000 active. AID 693, 2007; in the data active = inhibition above about 34%, passing the limit was not always enough
HUVEC tox TNFa = cytotoxicity in TNFa-stimulated HUVEC, primary screen, cytotoxicity control for VCAM1 expression modulator project, imaging, Hoechst nuclei count; HUVEC TNFalpha-stimulated, Hoechst cell count; cell count reduction, % at 2 µM; 0.17% of 93,000 active;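 active = cell count reduction exceeding the screen mean by over 5 SD, scaled to untreated wells per plate, cut at about 78% in these data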;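 note: cells counted after 24 h of TNF alpha exposure following the 1 h pretreatment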
IL1B cytotox = cytotoxicity in IL-1B stimulated HUVEC, primary screen, cytotoxicity control for IL-1B NFkB translocation project, imaging, Hoechst nuclear count, IL-1B stimulus | HUVEC cell count loss | cell count reduction, % at 2 µM | 0.41% of 94,000 active;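 active = cell count reduction more than 3 SD above the screen-wide mean, cut at about 70% in these data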;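 note: normalized per plate to untreated control cells as the no-loss baseline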
F-actin modifier = modifiers of F-actin cytoskeleton organization, primary screen, imaging, HUVEC, phalloidin staining, high-content imaging; AID 836, 2007; 0.18% of 91,000 active; inhibition, % at 2 µM; HUVEC TNFa F-actin phalloidin imaging;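 active = inhibition above the batch mean plus 3 SD and confirmed as a hit by visual image inspection, cut at about 30% in these data, passing the limit was not always enough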; note: strong numbers were not always called active
VCAM1 TNFa inh = inhibitors of TNFa-induced VCAM1 expression, primary screen, imaging, HUVEC, TNFa stimulus, immunofluorescence | HUVEC TNFa-induced VCAM-1 immunofluorescence, high-content imaging | 0.48% of 95,000 active | inhibition, % at 2 µM;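 active = inhibition above the batch mean plus 3 SD, with images confirmed as a hit by eye, cut at about 37% in these data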;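 note: 0% = TNF-stimulated DMSO wells and 100% = unstimulated control wells; not every result past the cut was called active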
DAT uptake mod = changed hDAT dopamine uptake under cocaine IC80, either direction, primary screen, cocaine antagonist project, cell-based, LLC-PK1 hDAT, [14C]-dopamine uptake, MLSMR. Sodium-dependent dopamine transporter (Homo sapiens), Q01959. 1.3% of 110,000 active. AID 449768, 2010. LLC-PK1 hDAT cells, [14C]-dopamine uptake with cocaine IC80; actives deviate in either direction. B-score at 10 µM;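 active = Z score or B-score, a plate-position-corrected score, falls beyond the plate's 99.7% confidence bounds, in either direction; inactive = both scores lie inside the 99.7% bounds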;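 note: scored against the spread of the other compound wells on the same plate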
Target sequence (Q01959 whole entry, looked up): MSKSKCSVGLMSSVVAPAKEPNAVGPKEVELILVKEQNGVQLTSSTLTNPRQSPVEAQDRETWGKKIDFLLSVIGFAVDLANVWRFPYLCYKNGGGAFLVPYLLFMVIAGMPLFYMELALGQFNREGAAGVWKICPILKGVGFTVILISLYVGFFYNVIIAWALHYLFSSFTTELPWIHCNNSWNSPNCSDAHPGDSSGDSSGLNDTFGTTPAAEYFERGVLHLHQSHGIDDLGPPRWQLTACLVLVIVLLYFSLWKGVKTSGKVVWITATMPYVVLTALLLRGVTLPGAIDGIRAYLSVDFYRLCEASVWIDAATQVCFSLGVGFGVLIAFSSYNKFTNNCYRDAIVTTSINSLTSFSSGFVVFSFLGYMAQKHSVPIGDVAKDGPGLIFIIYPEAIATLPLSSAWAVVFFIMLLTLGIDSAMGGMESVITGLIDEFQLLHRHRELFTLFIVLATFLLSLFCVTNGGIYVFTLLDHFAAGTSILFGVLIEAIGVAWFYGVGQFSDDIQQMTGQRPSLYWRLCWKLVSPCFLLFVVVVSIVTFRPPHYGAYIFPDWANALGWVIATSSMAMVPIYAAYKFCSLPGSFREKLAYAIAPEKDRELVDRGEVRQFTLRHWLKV
E coli WT exp = growth inhibitors of wild-type E. coli, primary screen, strain BW25113, expanded library, OD600. OD600 absorbance. growth inhibition, % at 100 µM. 0.15% of 98,000 active. AID 710, 2007;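 active = growth inhibition above about 50% at one test dose, limit read from the data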;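 note: growth measured after 20 h incubation at 37 °C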
PLK1 inh = human PLK1 kinase inhibitors, primary screen, biochemical, TR-FRET; 0.53% of 97,000 active; recombinant PLK1 kinase, TR-FRET peptide phosphorylation; inhibition, % at 10 µM;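 active = inhibition of 50% or more in the single-concentration screen; inactive = inhibition below 50%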;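 note: 0% = DMSO max control and 100% = H-89 dihydrochloride min control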
Starred values were filed as active, the others as inactive; . = not tested or not shown; & = joins results of further samples.

SMILES	sEH inh	PLK1 PBD inh	HUVEC tox TNFa	IL1B cytotox	F-actin modifier	VCAM1 TNFa inh	DAT uptake mod	E coli WT exp	PLK1 inh
CC1Cc2ccccc2N1c1nc(C2CC2)nc2c1nnn2Cc1ccccc1 (stereo unspecified)	-11	4	-12	-21	12	6	-0.35	.	-119
CC(=O)OC(C(=O)N1CCN(c2ccc(F)cc2)CC1)c1ccccc1 (stereo unspecified)	13	26	.	-17	7	-27	0.17	.	-9
O=C(NCC12CC3CC(C1)CC(CNC(=O)N1CCCC1)(C3)C2)N1CCCC1	22	-29	-21	-38	11	11	-0.43	-3	-11
COc1ccc2c(c1)OC(O)(C(F)(F)F)CC2=O (stereo unspecified)	-6	-32	.	.	.	.	-0.3	6	8
O=S(=O)(c1cccs1)N1CCCc2ccccc21	-13	-4	-15	-20	11	24	.	9	-9
COCc1c(C(=O)OC)nnn1-c1ccccc1	3	-22	-25	-21	3	-29	-1.1	.	-5
Cc1ccc(S(=O)(=O)/N=C(\CN2CCCCC2)N2CCOCC2)cc1	8	-1	-30	-40	10	-4	-0.36	-11	-5
COCCN(CC(=O)Nc1cccc(C)c1)S(=O)(=O)c1ccc(S(=O)(=O)N2CCCC2)cc1	5	-12	-34	-25	-29	3	-0.068	-10	-1
COCC(C)Nc1ncnc2c1cnn2-c1ccc(Cl)cc1 (stereo unspecified)	.	3	.	-2	.	.	2.7*	0	2
COc1ccccc1NC(=O)CNC(=O)c1ccc(F)cc1	3	-10	-53	-1	24	21	0.33	3	-9
O=C(CCC(=O)c1ccc(Oc2ccccc2)cc1)Nc1ccc(Cl)cc1Cl	3	16	-27	.	-11	14	-0.99	-9	-15
CCn1ncc(C2=NOC(C(=O)Nc3c(C)n(C)n(-c4ccccc4)c3=O)C2)c1C (stereo unspecified)	-14	-14	-10	-37	5	4	-0.17	5	-9
CCC(=O)NC(=S)Nc1ccc(-c2nc3ccccc3s2)cc1	-8	-1	-21	-8	28	-1	0.48	-12	-10
COC(=O)c1ccc(C)c(NC(=O)CN2C(=O)c3ccccc3S2(=O)=O)c1	-3	-7	-8	37	-18	-9	-0.045	3	-13
COc1ccc(C(=S)N2CCN(C)CC2)cc1	4	-28	-34	.	8	7	1.3	-1	2
C=C1N(c2ccc(Cl)cc2)C(=O)OC1(C)C	-22	-46	-7	-8	9	-18	0.99	-5	-9
O=C1CSC(c2cn(-c3ccccc3)nc2-c2cc3ccccc3oc2=O)N1Cc1ccccc1 (stereo unspecified)	1	3	-33	-13	.	0	-1.3	-2	-3
COCCCN1CC23C=CC(O2)C(C(=O)OC)C3C1=O (stereo unspecified)	2	-10	1	-15	-6	16	0.015	.	6
COc1ccccc1OCC(=O)Nc1ccc(S(=O)(=O)NC(C)=O)cc1	.	-14	8	-4	-2	-20	-0.31	0	-13
c1ccc(-c2nc(NCc3cccnc3)c3oc4ccccc4c3n2)cc1	4	-13	-14	-45	-6	5	1.2	-10	-15
CCNC(=O)CN(c1ccc(Cl)cc1)S(=O)(=O)c1ccccc1	-11	4	17	-7	.	6	-1.6	4	-3
Cc1ccccc1Cn1c(C(C)O)nc2ccccc21 (stereo unspecified)	-7	-9	-32	-24	-3	3	-0.0071	4	-7
CCC(C)NCC(=O)Nc1sc2c(c1C(N)=O)CCC2 (stereo unspecified)	7	12	-6	7	2	10	-0.33	5	-9
CCCCCCN1C=CC(=C/C=C(\C#N)C(=O)OCC)C=C1	.	-229	-27	-4	20	21	-2.1	1	-47
CCOC(=O)N1CCN(C(=O)c2ccc(NC(C)=O)cc2)CC1	5	-7	10	11	0	8	0.17	3	0
N#Cc1ccccc1NC(=O)CC1CCCCC1	-6	-9	-18	-2	32	6	0.33	-1	-5
O=C(CSCCO)Nc1cccc(C(F)(F)F)c1	-7	20	-7	-3	0	-1	-0.86	0	-9
CC(=O)CC1(O)C(=O)N(Cc2ccccc2)c2ccccc21 (stereo unspecified)	-6	-4	27	9	27	5	0.15	6	-9
Cc1ccc(Cn2ccc(NC(=O)c3cc(-c4ccc(F)cc4)on3)n2)cc1	.	0	-32	9	-6	-9	-1	-2	-9
CN1C(=O)CCC1(O)c1ccccc1 (stereo unspecified)	-6	-7	-27	18	-4	8	0.72	6	-6
Cc1c(C)[n+](=O)c2c(n1[O-])CCC2	.	-14	-31	-21	28	5	-0.073	-3	-12
CCCOC(=O)CCn1c(=S)oc2ccccc21	.	-7	38	16	3	-21	0.31	-5	-14
CS(=O)(=O)c1cccc(C(=O)Oc2ccccc2)c1	-6	1	-8	-6	18	2	-0.79	-2	-15
O=C(C1CCC(=O)N1C1CCCCC1)N1CCN(c2ccc(F)cc2)CC1 (stereo unspecified)	.	2	-19	-7	4	6	0.7	-3	-2
CC(C)C(=O)Nc1ccc(NC(=O)c2cccnc2)cn1	2	5	7	27	6	15	-0.26	4	-1
CCOc1ccc(-c2nnc3ccc(SC)nn23)cc1	-20	-22	-34	11	5	11	0.0097	2	-10
CCOC(=O)C1=C(O)C(Nc2nc3ccccc3s2)(C(F)(F)F)N=C1C (stereo unspecified)	-3	2	23	-1	-47	4	0.71	-3	-10
O=C(CN1CCC(NC(=O)c2ccccc2F)CC1)NCc1ccc(F)cc1	-4	5	11	-18	5	9	0.89	4	0
Cc1c(Br)c(C(F)(F)F)nn1CC(=O)NCC1CCCO1 (stereo unspecified)	.	6	-10	.	7	3	-0.17	11	-23
O=C(C1CCCN(S(=O)(=O)c2ccccc2)C1)N1CCCc2ccccc21 (stereo unspecified)	-14	-29	7	6	-1	15	0.63	-6	-4
Cc1cccc(N2CCN(C(=O)CCNC(=O)Cn3ccc4ccccc4c3=O)CC2)c1C	8	2	-25	-5	-11	-5	0.82	2	0
CCC(=O)c1ccc(OCCN2CCOCC2)cc1	6	1	-16	-30	13	-10	1	-9	-9
COc1ccc(OC)c(S(=O)(=O)NC(C)(C)C)c1	7	-3	-42	-26	8	1	0.26	2	-38
CCOC(=O)C1=C(C)NC(=O)NC1c1ccc(Cl)cc1Cl (stereo unspecified)	15	12	-13	-11	-8	18	-0.16	-5	-8
Cc1cccc(NC(=S)NN2CCN(C)CC2)c1	8	-12	-16	2	-11	-2	0.08	2	4
CCn1c(=O)cc(SCC(=O)NCc2ccc(C)cc2)c2ccccc21	6	0	-11	2	-9	9	1.4	-4	-14
CCc1c(C)sc(NC(=O)c2cc(-c3ccco3)on2)c1C#N	-8	2	32	6	6	12	-1.3	-8	-18
Cc1cc(=O)oc(C)c1C(=O)NCCc1ccc(F)cc1	-2	-1	-2	-12	2	-3	-0.7	8	-8
Cc1oc(-c2ccc(Cl)cc2)nc1CN1CCC(C(=O)NCc2cccnc2)CC1	17	-9	-27	9	2	16	-0.95	-4	-8
CN1CCN(S(=O)(=O)c2ccc(NC(=O)c3csc4ccccc34)cc2)CC1	75	3	8	15	-10	21	-0.13	0	-16
O=C(Nc1cnc2sccn2c1=O)c1ccc(Cl)cc1Cl	-1	34	-4	-6	-14	-21	-0.0048	2	-17
Cc1nn(Cc2ccccc2)c(C)c1NC(=O)c1cc(-c2ccco2)on1	8	-16	-22	-12	5	17	-0.93	-8	-15
COc1nc(N)nc(NC23CC4CC(CC(C4)C2)C3)n1	5	-12	-22	-6	4	23	-1.1	-4	-12
CC(C)(O)C#Cc1ccc(C(=O)NCc2ccccc2)s1	-3	24	-18	.	11	-6	0.024	.	-8
Cc1ccc2c(c1)NC(=O)C(CC(=O)NCCN(C)C)O2 (stereo unspecified)	.	-7	-17	-8	-4	22	-0.76	7	-5
Cn1cc(-c2nnnn2-c2ccc(Cl)cc2)c(C(F)(F)F)n1	.	-6	.	.	.	.	-1.1	11	0
Cc1cc(C)c2c(CN3CCN(C)CC3)cc(=O)oc2c1	8	-9	.	0	9	.	0.046	-2	-5
Cc1cc(C)n2c(SCC(=O)Nc3cc(C)on3)nnc2n1	9	-3	-4	-7	-10	5	-0.39	1	-3
O=C(O)C1C2C=CC(C2)C1C(=O)NCCc1ccccc1 (stereo unspecified)	6	15	-9	-36	17	-8	-1.1	6	-5
NC(=S)Nc1ccc(Oc2ccc(NC(N)=S)cc2)cc1	26	29	-14	-19	-4	-1	-0.71	-8	-16

Full records as entered above. Order of screens: sEH inh | PLK1 PBD inh | HUVEC tox TNFa | IL1B cytotox | F-actin modifier | VCAM1 TNFa inh | DAT uptake mod | E coli WT exp | PLK1 inh
CN1CCN(S(=O)(=O)c2ccc(NC(=O)c3csc4ccccc34)cc2)CC1 across the screens: 75 | 3 | 8 | 15 | -10 | 21 | -0.13 | 0 | -16
Cc1oc(-c2ccc(Cl)cc2)nc1CN1CCC(C(=O)NCc2cccnc2)CC1 across the screens: 17 | -9 | -27 | 9 | 2 | 16 | -0.95 | -4 | -8
NC(=S)Nc1ccc(Oc2ccc(NC(N)=S)cc2)cc1 across the screens: 26 | 29 | -14 | -19 | -4 | -1 | -0.71 | -8 | -16

More entries:
SMILES	sEH inh	PLK1 PBD inh	HUVEC tox TNFa	IL1B cytotox	F-actin modifier	VCAM1 TNFa inh	DAT uptake mod	E coli WT exp	PLK1 inh
O=C(c1ccncc1)c1nccn1-c1ccccn1	-12	-7	-10	-10	-11	-3	-0.92	3	4
CCOC(=O)CC1C(=O)NCCN1C(=O)c1c(F)cccc1F (stereo unspecified)	-7	22	-25	-9	.	-7	-0.51	3	8
CC(C)CNC(=O)NC(=O)COc1c(F)c(F)cc(F)c1F	9	-3	8	-7	23	14	0.46	8	-4
Cc1nnc(SCCCn2c(N3CCN(c4ccccc4)CC3)nc3c2c(=O)[nH]c(=O)n3C)s1	0	10	18	-21	2	5	0.62&0.71	-3	-12
CC(C)c1ccc(C(C(=O)NC2CCCC2)N(C(=O)CNC(=O)c2ccco2)c2cccnc2)cc1 (stereo unspecified)	2	6	-9	20	-1	23	0.19	.	-6
CCSCCOC(=O)C1=C(C)NC2=C(C(=O)CCC2)C1c1coc2ccccc2c1=O (stereo unspecified)	-6	-6	-5	-2	-2	5	0.42	-4	-8
COc1ccc(C(=O)CSc2nnc(-c3ccoc3C)n2CC2CCCO2)cc1 (stereo unspecified)	1	6	-1	-28	3	2	-0.022	4	-2
O=S(=O)(Nc1ncn[nH]1)c1ccc(Cl)cc1	-6	-16	-2	-115	-2	-9	.	-7	-12
CCCc1nnc2n1N=C(c1ccc(OC)c(OC)c1)CS2	-5	-34	-14	-18	12	15	1.6	6	-19
COCC(C)NC(=O)C1CC(c2cccc(Br)c2)=NO1 (stereo unspecified)	-3	-10	-23	-1	-13	-2	2.3	1	-7
O=C(Nc1cc2c(cc1Cl)OCCO2)c1ccco1	-12	-13	3	-160	6	-8	0.75	.	-12
COc1cccc(C(=O)Nc2nc3c(s2)CN(C)CC3)c1	24	-24	7	-19	-18	0	0.67	-1	1
CCOc1nc(N2CCCCC2)nc(-n2cc(-c3ccccc3)nn2)n1	7	-1	-31	4	0	6	0.23	-12	-7
Cc1c(Cl)cccc1-n1c(SCC(=O)NCc2cccs2)nnc1-c1ccncc1	23	7	16	15	-14	8	1.3	-3	-7
CCCn1c(-c2ccc(OC)cc2)nc2c(=O)n(C)c(=O)[nH]c21	7	-9	-1	-8	17	-17	-0.22	-3	-5
N#CC1=C(N)SC(N)=C(C#N)C1c1ccoc1	-4	-51	-16	-18	-7	5	0.02	5	-1
